CD11b adhes inh: inhibitors of CD11b/CD18 adhesion to fibrinogen, primary screen, K562 cells, luminescence | ATPlite luminescence; Mn2+ added to activate the integrin | actives 0.54% (n = 93,000) | AID 1497, 2009 | inhibition, % at 10 µM | Integrin beta-2 (Homo sapiens) + Integrin alpha-M (Homo sapiens), P05107+P11215;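 active = primary inhibition of 50% or more at 10 µM, then 40% or more on retest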; also: some results filed as inactive read as strong as hits
Target sequence (P05107 whole entry, looked up, other chains not shown): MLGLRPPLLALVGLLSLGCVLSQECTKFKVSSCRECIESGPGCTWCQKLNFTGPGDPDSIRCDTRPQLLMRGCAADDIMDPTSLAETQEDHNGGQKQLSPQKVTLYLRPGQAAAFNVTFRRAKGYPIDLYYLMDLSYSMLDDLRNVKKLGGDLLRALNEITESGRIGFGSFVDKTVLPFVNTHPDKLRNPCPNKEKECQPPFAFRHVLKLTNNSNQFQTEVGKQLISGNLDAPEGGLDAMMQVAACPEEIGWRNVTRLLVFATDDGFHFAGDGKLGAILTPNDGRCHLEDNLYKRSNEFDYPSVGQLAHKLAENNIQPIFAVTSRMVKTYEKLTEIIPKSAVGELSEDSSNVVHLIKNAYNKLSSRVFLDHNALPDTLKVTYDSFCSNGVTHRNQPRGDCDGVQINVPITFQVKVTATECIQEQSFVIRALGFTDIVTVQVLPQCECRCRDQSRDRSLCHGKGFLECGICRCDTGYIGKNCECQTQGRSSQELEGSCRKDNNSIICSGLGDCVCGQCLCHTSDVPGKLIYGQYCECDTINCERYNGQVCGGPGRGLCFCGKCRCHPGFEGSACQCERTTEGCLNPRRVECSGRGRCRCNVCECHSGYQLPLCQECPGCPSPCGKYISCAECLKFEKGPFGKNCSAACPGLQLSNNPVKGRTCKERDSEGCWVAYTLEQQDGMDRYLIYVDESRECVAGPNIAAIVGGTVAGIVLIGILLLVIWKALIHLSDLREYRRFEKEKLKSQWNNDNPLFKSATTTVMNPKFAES
Mac1 fbg enh: enhancers of CD11b/CD18 adhesion to fibrinogen, primary screen, K562 cells, luminescence | actives 0.07% (n = 93,000) | AID 1499, 2009 | ATPlite luminescence | activation, % at 10 µM;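 active = 10 µM primary screen giving 50% or more activity, confirmed by 40% or more on retest at that dose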; also: strong numbers were not always called active; reference of the scale not given here
* marks the source's active call; other numbers are inactive results. Some of the compounds tested, so the mix of outcomes need not match the whole.

SMILES	CD11b adhes inh	Mac1 fbg enh
COc1cccc(Nc2nc(CN3CCOCC3)nc3sc4c(c23)CCCC4)c1	9	2
Nc1ccnn1Cc1cccs1	-9	-4
CC(C)c1ccc(CCNC(=O)c2ccc([N+](=O)[O-])cc2)cc1	9	2
COc1cc(NC(=O)CSc2nc(C)c(C)c(C)n2)c(C)cc1[N+](=O)[O-]	-5	-1
O=c1c(Cl)c(N2CCN(c3ccc(F)cc3)CC2)cnn1C12CC3CC(CC(C3)C1)C2	32	3
Cc1c(N2C(=O)/C(=C\c3ccc(N(C)C)cc3)N(C)C2=S)c(=O)n(-c2ccccc2)n1C	-7	11
COc1cc(NC(=S)NCc2ccc(S(N)(=O)=O)cc2)c(OC)cc1Cl	-8	-1
Cn1c(Cc2cccc3ccccc23)nnc1SCc1ccc([N+](=O)[O-])cc1	7	-1
COC(=O)c1cccc(NC(=O)/C=C/c2ccc([N+](=O)[O-])cc2)c1	11	-1
COc1ccc(C2NC(=S)NC(C)=C2C(=O)c2ccccc2)cc1OC (centres undefined)	-2	-4
O=C(Nc1ccc(F)cc1)c1ccc(CSc2ccccc2)o1	97*	-10
CCCn1c2ccccc2c2nnc(SCC(=O)Nc3c(C)n(C)n(-c4ccccc4)c3=O)nc21	6	0
Cn1c(=O)c2c(nc(N/N=C/c3ccc(OC(=O)c4ccco4)cc3)n2Cc2ccc(F)cc2)n(C)c1=O	30	-1
O=C(/N=C1\NC(=O)C(F)(C(F)(F)F)S1)NC1CCCCC1 (centres undefined)	-24	-1
COc1ccc(/C=N/OCC(=O)Nc2cc(C)on2)cc1OC	-10	-2
COc1cc(/C=N/NC(=O)CCN2CCN(C(c3ccccc3)c3ccccc3)CC2)ccc1O	-6	1
CCOc1ccc2nc(SCc3cccc(C)c3)nc(C)c2c1	22	-6
CCOC(=O)C1CCC(CN(Cc2ccccc2)S(=O)(=O)c2ccc([N+](=O)[O-])cc2)CC1 (centres undefined)	-10	0
CC(C)N(CC(N)=O)C(=O)Cc1coc2cc3c(cc12)CCC3	7	5
CCN(/N=C/C=C/c1ccccc1)c1cc(=O)n(C)c(=O)[nH]1	-9	-3

4 structures already listed, arranged by molar mass, lowest first.
SMILES	CD11b adhes inh	Mac1 fbg enh
COc1ccc(/C=N/OCC(=O)Nc2cc(C)on2)cc1OC	-10	-2
CCOC(=O)C1CCC(CN(Cc2ccccc2)S(=O)(=O)c2ccc([N+](=O)[O-])cc2)CC1 (centres undefined)	-10	0
COc1cc(/C=N/NC(=O)CCN2CCN(C(c3ccccc3)c3ccccc3)CC2)ccc1O	-6	1
CCCn1c2ccccc2c2nnc(SCC(=O)Nc3c(C)n(C)n(-c4ccccc4)c3=O)nc21	6	0

Following part
SMILES	CD11b adhes inh	Mac1 fbg enh
C=C(C(=O)c1ccccc1)C(CC(=O)c1ccccc1)c1ccccc1 (centres undefined)	11	8
COC(=O)CN1C(=S)N(c2ccc(Cl)cc2)C(=O)C1CC(=O)Nc1ccc(F)cc1 (centres undefined)	11	9
O=C(CCCNC(=O)/C(=C/c1ccc(F)cc1)NC(=O)c1ccccc1)OCc1ccccc1	-2	-2
FC(F)(F)Oc1ccc(NC(=S)NCc2ccccc2)cc1	-5	2
CCCCCCC1CC(C)(C(=O)CNc2nncs2)OC1=O (centres undefined)	-14	12
COc1ccc(NC2=C(Cl)C(=O)N(CCc3ccccc3)C2=O)cc1	0	2
Cc1nn(-c2ccccc2)c(Cl)c1/C=C/C(=O)c1ccc(O)cc1	26	14
CCn1cc(C(=O)O)c(=O)c2cc(F)c(N3CCN(S(=O)(=O)c4ccc(NC(=O)OC)cc4)CC3)cc21	-22	46
CCOC(=O)NC1(C(F)(F)F)NC(=O)N(c2cccc(C(F)(F)F)c2)C1=O (centres undefined)	-9	2
COc1ccc(Br)cc1/C=N/Nc1cccc(C(=O)O)c1	-12	14
CSc1nnc(C)c(=O)n1COC(=O)COc1ccc2ccccc2c1	0	-1
Fc1ccccc1NC(=S)Nc1ccc(Br)cc1	37	0
CCOc1ccc(C(=O)NCC(=O)OCc2csc(-c3ccccc3)n2)cc1	20	0
Cc1ccc(C(=O)NNC(=O)CCCN2C(=O)/C(=C/c3ccccc3Cl)SC2=S)cc1	8	5
Cc1ccc(S(=O)(=O)N2CCCCC2)cc1NC(=O)COC(=O)C1CC2C=CC1C2 (centres undefined)	-14	4
Cc1ccc(S(=O)(=O)N/N=c2\sc3ccccc3n2C)cc1	3	24
CCN(CC)c1ccc2cc(C(=O)NNC(=O)c3ccc(S(=O)(=O)N4CCCCC4)cc3)c(=O)oc2c1	15	-4
Cc1c(NC(=O)CN2C(=O)NC(C)(c3ccccc3Cl)C2=O)c(=O)n(-c2ccccc2)n1C (centres undefined)	-2	-7
O=C(Cc1coc(-c2ccc(F)cc2)n1)NCc1ccccc1	-10	-4
N#C/C(=C\c1ccc2c(c1)OCCO2)C(=O)NC1CCCCC1	-2	-1
COc1ccc(C(=O)OCCNC(=O)c2ccncc2)cc1OC	-15	10
COc1cc(CCN2C(=O)c3cccc4cccc(c34)C2=O)c(S(=O)(=O)N2CCCCCC2)cc1OC	4	29
CC(C)(C)NC(=O)NC(=O)COC(=O)c1cccc(NS(=O)(=O)c2ccc(F)c(F)c2)c1	1	2
Cc1cc(C(=O)NP(=O)(N2CCOCC2)N2CCOCC2)c(C)n1-c1ccc(N(C)C)cc1	-13	16
COC(=O)c1ccccc1C(=O)N1CCOCCN(C(=O)c2ccccc2C(=O)OC)CCOCC1	-3	-4
Cc1c(C(=O)Nc2nc3ccccc3[nH]2)oc2c(Cl)cccc12	10	8
Cc1ccc(Nc2nnc(SC3CCOC3=O)s2)cc1 (centres undefined)	-13	7
N/C(=N\OC(=O)CCC1CCCC1)c1cccc([N+](=O)[O-])c1	-5	7
CC(=C/C(=O)O)/C=C/c1ccc([N+](=O)[O-])cc1	-2	-6
C=C1N(c2ccccc2)C(=O)OC1(C)C	-11	-4

Profiles as entered above. Order of screens: CD11b adhes inh | Mac1 fbg enh
C=C1N(c2ccccc2)C(=O)OC1(C)C as listed: -11 | -4
COc1cc(CCN2C(=O)c3cccc4cccc(c34)C2=O)c(S(=O)(=O)N2CCCCCC2)cc1OC as listed: 4 | 29

The list goes on.
SMILES	CD11b adhes inh	Mac1 fbg enh
Cc1cccc2sc(N(CCCN(C)C)C(=O)c3sc4ccccc4c3Cl)nc12	26	5
COc1cc([N+](=O)[O-])ccc1NC(=S)NCc1ccccn1	-4	0
Cc1cccc(-n2cc[nH]c2=S)c1C	2	-2
Cc1ccccc1-n1c(SCC(=O)NCc2cccs2)nc2ccccc2c1=O	12	3
O=C(Nc1cccc(Cl)c1)C1C2CCC3C(CCC21)C3(Cl)Cl (centres undefined)	96	-9
COCCn1c(C)cc(C(=O)CSc2cc(C)c3ccccc3n2)c1C	23	4
CCOC(=O)c1sc(NC(=S)NC(=O)C2CCCC2)cc1C	4	14
Cc1ccc(C(=O)N/N=C/c2ccc(-c3ccccc3[N+](=O)[O-])o2)cn1	26	1
Cc1cc2cc(C)c3nnc(SCc4ccccn4)n3c2cc1C	-3	9
CCCCCCCCCCCCCCCC[n+]1cccc2ccccc21	106*	-7
O=C(Nc1c2c(nc3ccccc13)CCCC2)c1ccccc1Cl	0	-2
Cc1c(C(=O)Nc2nc3ccccc3[nH]2)oc2ccccc12	27	-1
O=C(CCCCl)NC1=NN(c2ccccc2)C(=O)C1	9	-4
COc1ccc(C/C(C)=N/NC(=O)c2cccnc2)cc1	6	-3
O=C(Nc1cccc(S(=O)(=O)Nc2ccc(Cl)cc2)c1)c1cc2c(s1)CCCC2	101	-9
CCN(C(=O)CSc1nnc(Nc2cccc(C)c2C)s1)C1CCS(=O)(=O)C1 (centres undefined)	11	3
COc1ccc(Oc2coc3cc(OC(=O)/C=C/c4ccccc4)ccc3c2=O)cc1	-2	33
O=C(Cn1nnc2ccccc2c1=O)NCCc1ccccc1	8	-2
Cn1c(=O)c2c(ncn2CC(=O)OCC(=O)Nc2ccccc2Cl)n(C)c1=O	12	0
Cc1ccc2sc(-c3ccc(NC(=O)CCN4C(=O)c5ccccc5C4=O)cc3)nc2c1	5	52
Cc1cccc(-n2ccnc2SCC(=O)N2CCCc3ccccc32)c1C	-11	-2
O=S(=O)(Nc1nc2ccccc2nc1Cl)c1ccccc1	-4	0
COc1ccccc1CNC(=O)COC(=O)Cc1c(Cl)cccc1Cl	1	3
Cc1coc2cc3oc(=O)c(Cc4ccccc4)c(C)c3cc12	2	25
Cc1cc(C)nc(NS(=O)(=O)c2ccc(N=Cc3c(C)[nH]n(-c4ccccc4)c3=O)cc2)n1	7	2
COc1cc2c(cc1OC)C(c1ccccc1F)OC(=O)C2 (centres undefined)	3	-2
O=C(CSc1ncccn1)N/N=C/c1cccc([N+](=O)[O-])c1	-3	6
CCN(/N=C/c1ccc(Cl)cc1)c1cc(=O)n(C)c(=O)[nH]1	6	2
CSC(=S)N(C)C1CCS(=O)(=O)C1 (centres undefined)	0	-1
Cc1ccc(S(=O)(=O)NC(C(=O)Oc2cc3oc(=O)cc(C)c3cc2Cl)C(C)C)cc1 (centres undefined)	20	1
CCOc1ccc(NC(=O)c2cn(CC(C)C)c(=O)c3c2c2ccccc2n3C)cc1	1	0
O=C(CSc1nc2ncccc2[nH]1)c1cccc([N+](=O)[O-])c1	8	-2
Cc1ccccc1Nc1nc2ccccc2s1	6	2
Cc1ccc(CSCC(N)C(=O)O)cc1 (centres undefined)	-2	-5
Cc1ccc(-n2c(=O)c3sccc3n(Cc3cc(=O)n4cc(Cl)ccc4n3)c2=O)cc1F	-13	-1
CC1(C)CC(=O)/C(=C(\O)Cc2ccccc2)C(=NCCCCCC(=O)O)C1	6	5
CS(=O)(=O)Nc1nnc(SCC(=O)Nc2cccc([N+](=O)[O-])c2)s1	-10	-2
Cc1ccc(-n2c(SCC(=O)N3CC(=O)Nc4ccccc43)nc3ccccc3c2=O)cc1	5	-4
CCOc1cc(N2C(=O)CC3CS(=O)(=O)CC32)c(OCC)cc1NC(=O)c1ccccc1 (centres undefined)	-3	7
CCOC(=O)c1ccccc1N/C=C/C(=O)c1cccs1	5	21
O=C(CNC(=O)c1ccccc1F)OCC(=O)N1CCCc2ccccc21	-9	8
Cc1c(C#N)c(N)nc2c3c(sc12)NC(=O)CC3c1ccc(Cl)cc1 (centres undefined)	15	40
S=C(NCc1ccccc1)NCc1ccc2c(c1)OCO2	0	7
Cc1ccc2nc(Cl)c(/C=N/NC(=O)c3ccccc3O)cc2c1	54	17
O=C(O)CCCC(=O)N1N=C(c2ccccc2)CC1c1ccc2nccnc2c1 (centres undefined)	-2	-3
CC(/C=N/NC(=O)c1cc(-c2ccc(C)o2)[nH]n1)=C\c1ccccc1	-8	104
COC(=O)c1ccccc1NC(=S)N(Cc1ccc2c(c1)OCO2)Cc1cc2cccc(C)c2[nH]c1=O	-1	10
CCC(C)Sc1nnc(CNC(=O)C23CC4CC(CC(C4)C2)C3)n1C1CCCCC1 (centres undefined)	-7	2
Cc1cc([N+](=O)[O-])ccc1NC(=O)/C=C/c1cccs1	-4	-1
COc1ccc(Cn2c(-c3ccc(Br)cc3)c[n+]3ccccc23)cc1	19	3

Some of these compounds in order of their number in Mac1 fbg enh, low to high.
SMILES	CD11b adhes inh	Mac1 fbg enh
O=C(O)CCCC(=O)N1N=C(c2ccccc2)CC1c1ccc2nccnc2c1 (centres undefined)	-2	-3
S=C(NCc1ccccc1)NCc1ccc2c(c1)OCO2	0	7
Cc1ccc2nc(Cl)c(/C=N/NC(=O)c3ccccc3O)cc2c1	54	17

Additional records follow.
SMILES	CD11b adhes inh	Mac1 fbg enh
CCCCC(=O)Nc1cccc(NC(=S)NC(C)=O)c1	-2	0
COc1ccc(/C=N/N2CCN(C3c4ccccc4-c4ccccc43)CC2)cc1OC	4	7
CN(Cc1ccccc1)S(=O)(=O)c1ccc(NC(=S)NC(=O)C2CCCCC2)cc1	22	-4
O=C(/C=C/c1ccc(F)cc1)NCCc1ccc2c(c1)OCCO2	3	10
O=[N+]([O-])c1cc(C(F)(F)F)ccc1Sc1ccccn1	-22	1
S=C(Nc1ccccc1Cl)NC1CCN(Cc2ccccc2)CC1	22	2
Cc1ccc(C(=O)N/C(=C\c2cccs2)C(=O)NCCc2c[nH]c3ccccc23)cc1	9	-4
Cc1cc2cc(C#N)c(NCCNC(=S)NCCCN3CCOCC3)nc2cc1C	2	1
CC(C)(C)c1nn2cnnc2n(/N=C/c2ccc(O)cc2)c1=O	-8	3
CSc1nc2ccc(NC(=O)c3cc4ccccc4o3)cc2s1	-9	-2
COc1ccc(Br)cc1/C=C/C(=O)Nc1ccc(C)cc1	14	-4
CCC(=O)NNc1ncnc2ccccc12	2	-2
CC(=O)Nc1ccc(Nc2cc(C)nc3c(-c4ccccc4)cnn23)cc1	14	2
CCCOc1cccc(-c2nn(-c3ccccc3)cc2/C=C(\C#N)C(=O)NCCCn2ccnc2)c1	13	19
Cc1ccc(C(O)(C(=O)NN(C(=O)c2ccccc2)c2ccccc2)c2ccc(C)cc2)cc1	-6	3
CCCn1c(=NC(=O)c2c(-c3c(F)cccc3Cl)noc2C)c(C(=O)OCC)cc2c(=O)n3ccccc3nc21	-2	5
Nc1ncnc(Sc2ccccc2)c1[N+](=O)[O-]	-2	2
COc1ccc(/C=C/c2nc(-c3ccccc3O)n[nH]2)cc1OC	16	-3
COc1ccc(C(=O)CCNc2cccc(Cl)c2)cc1	0	-1
O=C(NNC(=O)c1ccc(Cl)cc1Cl)c1ccncc1	6	-4
Cc1cs/c(=N\N=C\c2cccc([N+](=O)[O-])c2)n1Cc1ccco1	-22	3
COCCN(C(=S)Nc1ccccc1OC)C(C)c1cccs1 (centres undefined)	-4	0

Screening results deposited in PubChem BioAssay by Sanford-Burnham Center for Chemical Genomics.
